Bioassay records deposited in PubChem by Southern Research Specialized Biocontainment Screening Center.
VEEV TC-83 Vero = inhibitors of VEEV TC-83 cytopathic effect, confirmation, Vero cells (AID 588727). hit rate 0.13% among 350,000. Vero cells, VEEV TC-83 cytopathic effect inhibition; higher % means a stronger effect. inhibition, % at 20 µM; hits with a dose series show IC50 in µM; in the data active = a potency from the dose series; inconclusive = inhibition mostly from about 14% at the one dose, without a potency; inactive = the rest, 99 in 100 with inhibition below about 12%; also: strong numbers were not always called active
H37Rv inhibition = M. tuberculosis growth inhibition, HTS (AID 449762). inhibition, % at 25 µM; hits with a dose series show IC50 in µM. M. tuberculosis H37Rv growth inhibition, 7H9 media; higher % means a stronger effect. hit rate 0.59% among 330,000; in the data active = a potency from the dose series; inconclusive = inhibition above about 70% without an active follow-up result;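 also: bacterial growth assessed after seven days of incubation; strong numbers were not always called active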
influenza NS1A = H1N1 influenza NS1A inhibitors, functional cell based assay (AID 504329); hit rate 0.3% among 340,000; inhibition, % at 12.5 µM; hits with a dose series show IC50 in µM; NS1A functional cell-based assay, percent inhibition; higher % means a stronger effect; in the data active = a potency from the dose series; inconclusive = inhibition above about 27% without an active follow-up result; also: strong numbers were not always called active
M. tuberculosis = growth inhibition of non-replicating M. tuberculosis (AID 488890); Mycobacterium tuberculosis non-replicating, growth inhibition; higher % means a stronger effect; inhibition, % at 25 µM, or IC50 in µM where a hit was titrated; hit rate 0.39% among 320,000; in the data active = a potency from the dose series; inconclusive = inhibition mostly from about 82% at the one dose, without a potency; inactive = the rest, 99 in 100 with inhibition below about 76%;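 also: plate controls were DMSO cells for no effect and high antibiotic wells for full effect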
PhoP GFP inhibition = PhoP regulon inhibitors, Salmonella typhi PhoP promoter GFP reporter, confirmatory (AID 1850); Salmonella Typhi PhoP-promoter GFP reporter, fluorescence, 4 h; higher % means a stronger effect; one-dose inhibition, % at 50 µM; IC50 in µM for titrated hits; hit rate 0.33% among 310,000; in the data active = a potency from the dose series; inconclusive = inhibition mostly from about 25% at the one dose, without a potency; inactive = the rest, 99 in 100 with inhibition below about 19%;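 also: 0% = induced wells with vehicle and 100% = uninduced wells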
VEEV TC-83 Vero 10K pilot screen = recorded beside VEEV TC-83 Vero, whose call it bears; inhibition, %; measured here: 10K pilot screen inhibition
* = called active by the depositor.

What do the screens show for `N#CCc1cnc2ccccc2n1`?
VEEV TC-83 Vero: 2.8%; H37Rv inhibition: 2%; influenza NS1A: -1%; M. tuberculosis: -22%; PhoP GFP inhibition: -20%

How did Cc1cc(C)c(C#N)c(SCC(O)COc2ccc(Br)cc2)n1 (stereo not given) do in these assays?
VEEV TC-83 Vero: 4.0%; H37Rv inhibition: 13%; influenza NS1A: 8%; M. tuberculosis: 27%; PhoP GFP inhibition: -4%

How did C(=C\c1ccco1)/c1nc2ccccc2[nH]1 do in these assays?
VEEV TC-83 Vero: inactive; H37Rv inhibition: 11%; influenza NS1A: 4%; M. tuberculosis: -2%; PhoP GFP inhibition: 20%

How did O=C(Nc1cccc(F)c1)C1CCCN(c2cnccn2)C1 (stereo not given) do in these assays?
VEEV TC-83 Vero: 3.0%; H37Rv inhibition: 4%; influenza NS1A: 7%; M. tuberculosis: 0%; PhoP GFP inhibition: 0%

How did O=Cc1coc2c(ccc3ccccc32)c1=O do in these assays?
H37Rv inhibition: -2%; M. tuberculosis: inconclusive

Results for NC(=O)NC(c1ccccc1)c1cccc2ccccc12 (stereo not given) ?
VEEV TC-83 Vero: 0.6%; H37Rv inhibition: -5%; influenza NS1A: 2%; M. tuberculosis: 5%; PhoP GFP inhibition: -9%

What do the screens show for `COc1cc2c(cc1OC)C(C1(O)CCCCC1)NCC2` (stereo not given)?
VEEV TC-83 Vero: inactive; H37Rv inhibition: 4%; influenza NS1A: 3%; M. tuberculosis: 8%; PhoP GFP inhibition: 1%

How did CC1CCc2c(sc3ncn(CC(=O)N=Nc4c(O)[nH]c5ccccc45)c(=O)c23)C1 (stereo not given) do in these assays?
VEEV TC-83 Vero: inactive; H37Rv inhibition: -1%; influenza NS1A: -27%; M. tuberculosis: 12%; PhoP GFP inhibition: -6%

Results for COc1cc(NS(=O)(=O)c2ccc(N/C=C\C(=O)c3ccc(C)cc3)cc2)nc(OC)n1 ?
VEEV TC-83 Vero: 3.8%; H37Rv inhibition: 16%; influenza NS1A: -4%; M. tuberculosis: 55%; PhoP GFP inhibition: 3%

Results for CCN(CC(=O)N1CCOCC1)S(=O)(=O)c1cc(Cl)ccc1Cl ?
VEEV TC-83 Vero: 2.8%; H37Rv inhibition: -18%; influenza NS1A: -11%; M. tuberculosis: -6%; PhoP GFP inhibition: -5%

How did COc1cc2c3c(n(C)c(=O)c2cc1OC)-c1cc2c(cc1C3=O)OCO2 do in these assays?
VEEV TC-83 Vero: inactive; influenza NS1A: -16%

How did CCCN(CC(=O)Nc1ccccc1OC)C(=O)c1cccc(S(=O)(=O)Nc2ccc(OC)cc2)c1 do in these assays?
VEEV TC-83 Vero: 8.8%; H37Rv inhibition: 24%; influenza NS1A: -10%; M. tuberculosis: 32%; PhoP GFP inhibition: -3%

Quoted at random: 2 compounds from above
What do the screens show for `COc1cc2c(cc1OC)C(C1(O)CCCCC1)NCC2` (stereo not given)?
VEEV TC-83 Vero: inactive; H37Rv inhibition: 4%; influenza NS1A: 3%; M. tuberculosis: 8%; PhoP GFP inhibition: 1%

Results for NC(=O)NC(c1ccccc1)c1cccc2ccccc12 (stereo not given) ?
VEEV TC-83 Vero: 0.6%; H37Rv inhibition: -5%; influenza NS1A: 2%; M. tuberculosis: 5%; PhoP GFP inhibition: -9%

New compounds follow.
How did O=C(O)CCCC(=O)N1CCN(c2ncccn2)CC1 do in these assays?
VEEV TC-83 Vero: 0.3%; H37Rv inhibition: 3%; M. tuberculosis: -16%; PhoP GFP inhibition: -15%

What do the screens show for `CN(C(=O)Oc1ccc(C(C)(C)C)cc1)c1ccccc1`?
VEEV TC-83 Vero: 5.2%; H37Rv inhibition: 15%; influenza NS1A: -4%; M. tuberculosis: 3%; PhoP GFP inhibition: 16%

How did S=C(NCc1ccccc1)N1CCc2ccccc2C1 do in these assays?
VEEV TC-83 Vero: 2.7%; H37Rv inhibition: -2%; influenza NS1A: -12%; M. tuberculosis: 28%; PhoP GFP inhibition: 7%

What do the screens show for `c1ccc2c(c1)nc1n2C2(N3CCOCC3)CCCC2C1N1CCOCC1` (stereo not given)?
VEEV TC-83 Vero: 1.3%; influenza NS1A: -3%

How did CCOCCCNC(=O)Cn1cnc2sc(C)c(S(=O)(=O)N3CCN(c4ncccn4)CC3)c2c1=O do in these assays?
VEEV TC-83 Vero: 0.8%; H37Rv inhibition: -4%; influenza NS1A: 3%; M. tuberculosis: 1%; PhoP GFP inhibition: 2%

What do the screens show for `COC(=O)NC1CSCC1OC(=O)CN1C(=O)c2ccccc2C1=O` (stereo not given)?
VEEV TC-83 Vero: 1.4%; H37Rv inhibition: 4%; influenza NS1A: -7%; M. tuberculosis: 6%; PhoP GFP inhibition: -11%

What do the screens show for `C/C(C/C(C)=C1/SC(=S)NC1=O)=C1\SC(=S)NC1=O`?
VEEV TC-83 Vero: 2.2%; influenza NS1A: 6%; VEEV TC-83 Vero 10K pilot screen: 1.1

How did O=C(O)c1ccc(CSc2ncn[nH]2)cc1 do in these assays?
VEEV TC-83 Vero: 0.3%; H37Rv inhibition: 4%; influenza NS1A: 1%; M. tuberculosis: 6%; PhoP GFP inhibition: -2%

What do the screens show for `CC1(C)C2(C#N)C(N)=NC3(OCCO3)C12C#N` (stereo not given)?
VEEV TC-83 Vero: inactive; H37Rv inhibition: 8%; influenza NS1A: 4%; M. tuberculosis: -6%; PhoP GFP inhibition: 4%

How did O=C(Cn1cnc2c(nnn2Cc2ccc(Cl)cc2)c1=O)OCc1ccccc1 do in these assays?
VEEV TC-83 Vero: 0.1%; H37Rv inhibition: -1%; influenza NS1A: -6%; M. tuberculosis: -2%; PhoP GFP inhibition: 6%

How did Cc1c(C(=O)O)cccc1-c1ccc(/C=C2\SC(=O)NC2=O)o1 do in these assays?
VEEV TC-83 Vero: inactive; H37Rv inhibition: 0%; influenza NS1A: -5%; M. tuberculosis: -4%; PhoP GFP inhibition: -7%

How did COC(=O)Cn1c2c(c3cc(C)ccc31)CCCC2 do in these assays?
VEEV TC-83 Vero: 1.3%; H37Rv inhibition: 3%; influenza NS1A: -2%; M. tuberculosis: -19%; PhoP GFP inhibition: -3%; VEEV TC-83 Vero 10K pilot screen: 0.4

Results for O=c1c2ccccc2nc(-c2ccccc2)n1Cc1ccc(Cl)cc1 ?
VEEV TC-83 Vero: 6.2%; H37Rv inhibition: -7%; influenza NS1A: 1%; M. tuberculosis: 65%; PhoP GFP inhibition: -10%; VEEV TC-83 Vero 10K pilot screen: 5.6

How did COc1cc(C2C(C#N)=C(N)Oc3c2ccc2ccccc32)ccc1OCC(=O)Nc1ccc(C)cc1 (stereo not given) do in these assays?
VEEV TC-83 Vero: 64%; H37Rv inhibition: 34%; influenza NS1A: 2%; M. tuberculosis: 59%; PhoP GFP inhibition: -3%

What do the screens show for `O=C(c1ccccn1)N1CCN(S(=O)(=O)c2ccc(F)cc2)CC1`?
VEEV TC-83 Vero: 0.1%; H37Rv inhibition: 1%; influenza NS1A: -2%; M. tuberculosis: -17%; PhoP GFP inhibition: 3%

How did CN1C(=O)CC(N2CCN(C(=O)c3ccccc3)CC2)C1=O (stereo not given) do in these assays?
VEEV TC-83 Vero: 0.4%; H37Rv inhibition: 1%; influenza NS1A: -3%; M. tuberculosis: -7%; PhoP GFP inhibition: 15%

What do the screens show for `COc1ccc(C)cc1NC(=O)CSc1nc2ccccc2nc1N1CCCC1`?
VEEV TC-83 Vero: 9.3%; H37Rv inhibition: -3%; influenza NS1A: -6%; M. tuberculosis: 19%; PhoP GFP inhibition: 15%

How did O=c1[nH]c2ccc(Cl)cc2c(-c2ccccc2)c1CN1CCOCC1 do in these assays?
VEEV TC-83 Vero: 0.7%; H37Rv inhibition: 67%; influenza NS1A: -4%; M. tuberculosis: 37%; PhoP GFP inhibition: -8%

What do the screens show for `O=S(=O)(NC1CC1)c1ccc(Br)cc1N1CCC[C@H]1CO`?
VEEV TC-83 Vero: inactive; influenza NS1A: -7%

Results for Cc1cc(C)n(-c2ccc(OCC(=O)O)nn2)n1 ?
VEEV TC-83 Vero: 0.9%; H37Rv inhibition: -6%; influenza NS1A: 0%; M. tuberculosis: -10%; PhoP GFP inhibition: -7%

Results for C=CCS/C(N)=N\N=C\c1c(O)ccc2ccccc12 ?
VEEV TC-83 Vero: 8.9%; H37Rv inhibition: 12µM*; influenza NS1A: -5%; M. tuberculosis: inconclusive; PhoP GFP inhibition: 12%

How did CN(C)c1cc(Nc2ccc(O)cc2)c([N+](=O)[O-])c2nonc12 do in these assays?
VEEV TC-83 Vero: inactive; H37Rv inhibition: -2%; influenza NS1A: -8%; M. tuberculosis: 8%; PhoP GFP inhibition: 9%

What do the screens show for `COC(=O)c1sccc1NC(=O)c1cc(C)on1`?
VEEV TC-83 Vero: 1.9%; H37Rv inhibition: 2%; influenza NS1A: 11%; M. tuberculosis: 20%; PhoP GFP inhibition: -6%

Results for COc1ccc(C(=O)NC(C)C2CC3CCC2C3)c(OC)c1 (stereo not given) ?
VEEV TC-83 Vero: inactive; H37Rv inhibition: 7%; influenza NS1A: -10%; M. tuberculosis: 22%; PhoP GFP inhibition: 2%

What do the screens show for `COc1ccc(C(OCC(O)CN2CCC(O)CC2)c2ccc(OC)cc2)cc1` (stereo not given)?
VEEV TC-83 Vero: inactive; H37Rv inhibition: 7%; influenza NS1A: -6%; M. tuberculosis: 23%; PhoP GFP inhibition: 5%

How did Cc1ccc(C(C)C)c(OC(=O)/C=C/c2ccccc2)c1 do in these assays?
VEEV TC-83 Vero: inactive; H37Rv inhibition: inconclusive; influenza NS1A: -12%; M. tuberculosis: 3%; PhoP GFP inhibition: -10%

Results for O=C(C1CC1)N1CCc2cc(Br)c(S(=O)(=O)N3CCCCCC3)cc21 ?
VEEV TC-83 Vero: 3.6%; influenza NS1A: 8%

What do the screens show for `Cc1c(NC(=O)COC(=O)c2c3c(nc4ccccc24)CCCC3)c(=O)n(-c2ccccc2)n1C`?
VEEV TC-83 Vero: 1.7%; H37Rv inhibition: 4%; influenza NS1A: -2%; M. tuberculosis: -4%; PhoP GFP inhibition: 5%

What do the screens show for `COc1ccc(-c2nc(CC(=O)O)cs2)cc1OC`?
H37Rv inhibition: -1%; M. tuberculosis: 8%; PhoP GFP inhibition: -6%

Results for CC(C)c1cc(C(=O)Nc2cc(Br)ccc2O)no1 ?
VEEV TC-83 Vero: 2.5%; H37Rv inhibition: inconclusive; influenza NS1A: -4%; M. tuberculosis: 23%; PhoP GFP inhibition: -8%

How did O=C1CC(NC2CCN(C(=O)c3cccc(F)c3)CC2)C(=O)N1 (stereo not given) do in these assays?
VEEV TC-83 Vero: 0.9%; H37Rv inhibition: 14%; influenza NS1A: -9%; M. tuberculosis: 0%; PhoP GFP inhibition: 12%

Results for Nc1c(N(CCCO)C(=O)C2CCCCC2)c(=O)[nH]c(=O)n1Cc1ccccc1 ?
VEEV TC-83 Vero: 1.7%; H37Rv inhibition: -3%; influenza NS1A: -10%; M. tuberculosis: -5%

How did COC(=O)c1c(N)c2ccccc2[nH]c1=O do in these assays?
VEEV TC-83 Vero: 2.2%; H37Rv inhibition: -6%; influenza NS1A: 4%; M. tuberculosis: -6%; PhoP GFP inhibition: 5%

How did COC(=O)c1cc(C(=O)Cc2ccccc2)c[nH]1 do in these assays?
H37Rv inhibition: -1%; M. tuberculosis: -1%; PhoP GFP inhibition: 8%

What do the screens show for `O=C(CN1CCC(NC(=O)c2cccc(F)c2)CC1)NCc1cccs1`?
VEEV TC-83 Vero: 0.2%; H37Rv inhibition: 7%; influenza NS1A: -19%; M. tuberculosis: -20%; PhoP GFP inhibition: -3%

How did CN(C)c1ccc(P(=O)(OCc2ccccc2)C(O)c2ccccc2F)cc1 (stereo not given) do in these assays?
VEEV TC-83 Vero: 0.7%; H37Rv inhibition: 4%; influenza NS1A: -6%; M. tuberculosis: 1%; PhoP GFP inhibition: 12%

For reference, 3 of the compounds above:
How did COC(=O)c1c(N)c2ccccc2[nH]c1=O do in these assays?
VEEV TC-83 Vero: 2.2%; H37Rv inhibition: -6%; influenza NS1A: 4%; M. tuberculosis: -6%; PhoP GFP inhibition: 5%

How did COC(=O)c1cc(C(=O)Cc2ccccc2)c[nH]1 do in these assays?
H37Rv inhibition: -1%; M. tuberculosis: -1%; PhoP GFP inhibition: 8%

What do the screens show for `O=C(CN1CCC(NC(=O)c2cccc(F)c2)CC1)NCc1cccs1`?
VEEV TC-83 Vero: 0.2%; H37Rv inhibition: 7%; influenza NS1A: -19%; M. tuberculosis: -20%; PhoP GFP inhibition: -3%
